# Compound activity deposited in PubChem by Fisher Drug Discovery Resource Center.
# mcGAS lum – cyclic GMP-AMP synthase inhibitors, mouse, primary biochemical chemiluminescence; AID 1259399, 2018; inhibition, % at 12.5 µM; recombinant cGAS, Kinase-Glo ATP depletion luminescence; Q8C6L5; 0.15% of 160,000 active;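 also: 0% = negative control wells and 100% = reference inhibitor with no enzyme activity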
# hcGAS lum – Primary biochemical luminescence assay for human cyclic GMP-AMP synthase inhibitors; Q8N884; recombinant h-cGAS, ATP depletion, Kinase-Glo luminescence; inhibition, % at 12.5 µM; 0.081% of 290,000 active; AID 1259398, 2018;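 also: 0% = vehicle reaction and 100% = reaction without DNA for no activity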
# Target sequence (Q8N884 whole entry, looked up): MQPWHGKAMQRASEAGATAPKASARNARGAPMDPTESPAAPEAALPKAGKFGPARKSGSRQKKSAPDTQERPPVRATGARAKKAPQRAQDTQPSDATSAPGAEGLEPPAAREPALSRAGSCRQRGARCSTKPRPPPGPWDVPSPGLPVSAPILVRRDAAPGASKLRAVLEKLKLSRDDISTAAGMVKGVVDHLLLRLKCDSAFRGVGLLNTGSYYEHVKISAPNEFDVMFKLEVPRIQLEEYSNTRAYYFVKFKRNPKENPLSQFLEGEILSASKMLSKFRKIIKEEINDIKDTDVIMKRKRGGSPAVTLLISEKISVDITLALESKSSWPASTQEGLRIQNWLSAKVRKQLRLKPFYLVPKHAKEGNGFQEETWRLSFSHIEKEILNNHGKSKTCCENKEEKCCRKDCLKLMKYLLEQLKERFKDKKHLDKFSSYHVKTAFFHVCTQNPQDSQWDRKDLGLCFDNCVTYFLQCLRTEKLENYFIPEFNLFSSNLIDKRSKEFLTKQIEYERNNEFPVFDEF
# NPYLR7 agonist – agonists of mosquito NPYLR7 receptor, primary screen, cell-based, Aedes aegypti, calcium fluorescence, mosquito biting behavior; Aedes aegypti neuropeptide Y-like receptor 7 (NPYLR7); HEK293T NPYLR7/Galpha15, GCaMP6s calcium fluorescence; activation, % at 10 µM; 0.15% of 270,000 active; in the data active = activation above about 40%;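 also: 0% = vehicle and 100% = reference agonist at the receptor; some compounds past the cut are filed as inactive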
# Starred values were filed as active, the others as inactive; · = no result given; & = joins results of further samples. Rule as the data show it, unless noted: active = inhibition above about 40%; inactive = the rest.
SMILES,mcGAS lum,hcGAS lum,NPYLR7 agonist
Cn1nnnc1SCCC(=O)Nc1ccc(Cl)cc1F,-14,-11,1
Cc1cccc(C)c1Nc1c(C(C)c2ccccc2)nc2cccc(C)n12 (stereo not given),-2,-2,1
CCCCN(CC(=O)N1c2ccccc2-n2cccc2C1c1ccc(F)cc1)C(=O)COC (stereo not given),1,1,-9
O=c1cc(CSc2n[nH]c3nc4ccccc4n23)nc2sccn12,·,-1,11
Cc1cc(C(=O)NCCOc2ccc3nnc(-c4ccccc4)n3n2)c(C)o1,·,6,-1
CCOC(=O)C1CCN(C(=O)C(C)n2ccsc2=NC(=O)c2cccc(C(F)(F)F)c2)CC1 (stereo not given),·,3,-8
NC(=O)[C@H](Cc1ccccc1)NC(=O)c1ccc2nc(-c3cccs3)[nH]c2c1,-4,-3,0
O=C1C(=Cc2cn(-c3ccccc3)nc2-c2ccc(F)cc2)SC(=S)N1C1CCS(=O)(=O)C1 (stereo not given),0,-3,-7
O=S(=O)(c1ccc2c(c1)CCC2)N1CCCC1c1ccc2c(c1)OCCCO2 (stereo not given),·,-4,2
CNC(=S)Nc1ccc(N2CCOCC2)cc1,-3,2,8

# Brought forward from above: four entries; new compounds follow.
SMILES,mcGAS lum,hcGAS lum,NPYLR7 agonist
NC(=O)[C@H](Cc1ccccc1)NC(=O)c1ccc2nc(-c3cccs3)[nH]c2c1,-4,-3,0
O=C1C(=Cc2cn(-c3ccccc3)nc2-c2ccc(F)cc2)SC(=S)N1C1CCS(=O)(=O)C1 (stereo not given),0,-3,-7
O=S(=O)(c1ccc2c(c1)CCC2)N1CCCC1c1ccc2c(c1)OCCCO2 (stereo not given),·,-4,2
CNC(=S)Nc1ccc(N2CCOCC2)cc1,-3,2,8
Cc1nnc2ccc(N3CCN(C(=O)C(C)Oc4ccc5c(c4)OCO5)CC3)nn12 (stereo not given),-7,-5,4
CCNC(=O)c1cc(N2CC(C)OC(c3ccccc3)C2)ccn1 (stereo not given),·,-3,-17
O=C(NCCn1nc(-c2cccnc2)ccc1=O)Nc1cccc(F)c1,·,-8,11
O=C(CCn1cnc2c([nH]c3ccc(Br)cc32)c1=O)NCc1ccccc1,-9,-9,·
O=C1NC(=O)NC2(N1)C(=O)Nc1ccccc12,-9,2,4
Cc1ccc(C)c2sc(N(Cc3cccnc3)C(=O)c3ccnn3C(C)C)nc12,-9,-14,·
CCCC(=O)n1c2ccccc2c2nc3ccccc3nc21,-4,5,-6
CCOc1cc(/C=C/C(=O)Nc2ccc(N3CCCC3=O)c(C)c2)ccc1OC,·,-4,10
CCOC(=O)C(Cc1ccc(Cl)cc1)NC(=O)c1ccc(-n2nc(C)c(CC)c2C)cc1 (stereo not given),-5,-8,-5
Cc1cc(C2CCCN2Cc2ccc(C(=O)Nc3cc(C)nn3C)cc2)on1 (stereo not given),-17,-4,12
COc1ccc2cc(-c3[nH]ncc3CN(Cc3nccn3C)C(C)C)ccc2c1,·,3,-5
CCc1nc2ccc(C(=O)NCCc3c[nH]c4ccccc34)cn2c1N(C)CCN1CCOCC1,-2,-6,16
O=C(Nc1ccc2c(c1)C(=O)NC2=O)c1ccc(-c2nc3ccccc3s2)s1,·,7,-2
COc1ccc(CC(=O)OCc2cc(-c3ccc4c(c3)OCO4)on2)cc1OC,·,-4,-2
O=S(=O)(c1cccc(Br)c1)N1CCCN(c2ncc(C(F)(F)F)cc2Cl)CC1,·,-9,-2
O=[N+]([O-])c1ccc2[nH]c(O)c(N=Nc3ccc4c(Cl)cc(Cl)c(O)c4n3)c2c1,-3,-1,7
Cn1cccc1CN(Cc1ccccc1)Cc1ccc(C(C)(C)O)o1,-6,-5,-1
Cc1cccc(NC(=O)c2c(N)c(C(=O)c3ccccc3)n3ccccc23)c1,-8,-10,-6
COc1ccc(-c2ccc(SCCN3CCCCC3)nn2)cc1OC,·,-5,13
CCOc1ccc(S(=O)(=O)N(CC)CC)cc1NC(=O)c1cc(C)nc2c1nc1n2CCCCC1,-1,1,3
CCn1cc(C(=O)N2CCN(CC(=O)NC)CC2)c2nn(-c3ccccc3)c(=O)c-2c1,-10,-10,-4
Cc1cc(OCC(=O)ON=C(N)c2ccncc2)c(C)cc1Br,-3,1,-8
CS(=O)(=O)Oc1ccc(CN(Cc2ccccc2)C(=O)c2cccc(Cl)c2)cc1,-2,-3,4
CCOC(=O)C1CCN(c2nc3c(S(=O)(=O)c4cc(C)ccc4C)nnn3c3ccsc23)CC1,-7,-8,-6
CCc1oc(C(=O)OC)cc1Cn1nnnc1C(C)(C)C,·,-8,3
CCc1ccc(S(=O)(=O)Nc2ccc(S(=O)(=O)CCO)cc2)s1,·,-7,-1
Cc1noc(C)c1CC(=O)NCc1cccnc1-n1ccnc1,·,-3,9
COc1cc(C2Sc3ccccc3N=C3c4ccccc4CCC32)cc(OC)c1OC (stereo not given),·,-5,2
CC(C)Cn1c(CN(C)CCN2CCOCC2)cnc1S(C)(=O)=O,·,-3,3
COc1ccccc1C=C1SC(N2CCCCC2)=NC1=O,·,-1,11
CN(C)CCCN(C(=O)c1ccno1)c1nc2c(Cl)cccc2s1,·,-5,0
C=c1ccccc1=c1[nH]/c(=C\C=C\c2ccccc2)c(=O)o1,-4,-3,-10
Cc1ccc(Oc2cc(N3CCC(C)CC3)ncn2)cc1,-3,2,-4
COc1cccc(NC(=O)CN2CN(c3ccccc3)C3(CCN(C(=O)c4ccccc4Cl)CC3)C2=O)c1,-2,-12,-1
Cc1nc2scc(-c3cccs3)c2c(=O)o1,1,-8,16
Cc1ccc(-c2nc(NCc3ccccc3)c3ccc(Cl)cc3n2)cc1,-4,-7,4
CCCNC(=O)CSc1nc2c([nH]c3ccccc32)c(=O)n1CC,-6,-1,-1
CCn1cc(CN(C(=O)c2cnc3ccccn3c2=O)C(C)C)cn1,-8,-6,12
COc1ccc(C2=NCN(c3ccc(C)cc3)C(=S)N2)cc1,-3,-5,-9
O=C(CN1CSCC1=O)Nc1cccc(-c2nc3ccccc3[nH]2)c1,-7,-10,13
CNC(=O)CNC(=O)Nc1ncc(Cc2ccc(F)cc2F)s1,-1,2,2
CCc1cc(Oc2ccccc2C(C)C)nc(SCc2ccccc2Cl)n1,-6,-5,18
O=C(O)C1Cc2nc[nH]c2CN1C(=O)CCSCc1ccc(F)cc1 (stereo not given),-7,-1,3
Cn1c(CN2CCC3(CC2)Nc2ccccc2C(=O)N3CCO)nc2ccccc21,·,-6,0
COc1ccc(NC(=O)CNC(=O)C2CC2(c2ccccc2)c2ccccc2)cc1 (stereo not given),·,-8,-7
Cn1nc(-c2cccc(NS(=O)(=O)c3cccs3)c2)ccc1=O,-9,-9,-1
O=C(c1ccccc1Cl)N1N=C2CCCCC2C1(O)C(F)(F)F (stereo not given),-9,-13,1
FC(F)(F)c1ccc(-c2noc(CN3CCC(OCc4ccccn4)CC3)n2)cc1,·,-13,6
COc1c(Br)cc(Cl)cc1S(=O)(=O)NCCc1ccccc1,·,0,3
Cc1c(C(=O)N(C)Cc2ccc(F)cc2)sc(=O)n1Cc1ccccn1,·,-5,-7

# Next section.
SMILES,mcGAS lum,hcGAS lum,NPYLR7 agonist
CCOC(=O)CCC(=O)Nc1cccc(C2SCC(=O)N2c2ccc(C)cc2C)c1 (stereo not given),-6,-12,5
COC(CNc1nc(Nc2ccc(C)c(C)c2)c2cnn(-c3ccccc3)c2n1)OC,-3,-4,0
CCCCN1C(=O)c2cccc3c(NC(=O)C4CCCCN4S(=O)(=O)c4cccs4)ccc1c23 (stereo not given),-11,-7,9
COc1cccc(-n2cc(CN(C)C(=O)c3cn(CC4CCCO4)nn3)cn2)c1 (stereo not given),·,-7&5,4&-17
CCCS(=O)(=O)Nc1ccc(-c2ccc3nnc(C)n3n2)cc1,-7,-5,-13
O=C(O)C/C(=C/c1cc(Cl)c2c(c1)OCCCO2)c1nc2ccccc2o1,·,-2,6
Brc1ccc(C=NN2CCN(C3c4ccccc4-c4ccccc43)CC2)s1,-1,2,2
Cc1ccc2[nH]c(=O)cc(C(=O)NC3CC(=O)N(CC4CCCCC4)C3)c2c1 (stereo not given),·,-5,5
CCCCn1c(CN(C)Cc2ccccn2)cnc1S(=O)(=O)CC,·,-10,10
COc1cn(CC(=O)Nc2cccc(C(F)(F)F)c2)c(CSc2nc(C)cs2)cc1=O,-9,-9,-5
Cc1ccc(CN(CCc2ccccc2)C(=O)CN(CCN2CCOCC2)C(=O)C2CCCC2)o1,-5,-5,5
CC1C(=O)N(CC2CCCCO2)C(=O)N1c1ccccc1 (stereo not given),-2,6,-5
COc1ccccc1CNC(=O)C1(C)CCN1Cc1ccc(OC(C)C)cc1 (stereo not given),·,-8,4
COc1ccc(S(=O)(=O)n2nc(C)c(S(=O)(=O)N3CCCCC3)c2C)cc1,·,-7,0
COC(=O)c1nsc(Cl)c1Cl,·,-5,-1
CCC(C)N(Cc1ccc(OS(=O)(=O)c2ccc(OC)cc2)cc1)C(=O)NC(C)(C)C (stereo not given),-8,-4,2
Cc1cc(C(=O)N2CCCC(C(=O)Nc3cccc(-c4cc5ccccc5[nH]4)c3)C2)nn1C (stereo not given),-3,-2,11
Cc1ccsc1C=NNC(=O)c1cccc([N+](=O)[O-])c1,·,-6,2
Cc1nc(Nc2ccc(NC(=O)C(C)C)cc2)cc(OC(C)C)n1,-8,-8,10
Cc1cc(CNC(=O)c2ccc(-n3cnnn3)cc2)c2[nH]c(C)c(C)c2c1,·,-7,0

# The final 4 records of the part before lead into the next.
SMILES,mcGAS lum,hcGAS lum,NPYLR7 agonist
Cc1cc(C(=O)N2CCCC(C(=O)Nc3cccc(-c4cc5ccccc5[nH]4)c3)C2)nn1C (stereo not given),-3,-2,11
Cc1ccsc1C=NNC(=O)c1cccc([N+](=O)[O-])c1,·,-6,2
Cc1nc(Nc2ccc(NC(=O)C(C)C)cc2)cc(OC(C)C)n1,-8,-8,10
Cc1cc(CNC(=O)c2ccc(-n3cnnn3)cc2)c2[nH]c(C)c(C)c2c1,·,-7,0
O=C1CN(S(=O)(=O)c2ccc(F)c(Cl)c2)CC2c3cc(Cl)ccc3CCN12 (stereo not given),-9,-6,26
NCCN1CCN(c2nc(Cc3ccc(Cl)cc3)ns2)CC1,·,-1,1
c1ccc(-c2nc3c(c(N4CCN(CC5CCOC5)CC4)n2)CCC3)cc1 (stereo not given),·,-3,1
COc1ncc(Cl)c(NC(C)c2ccccc2C)n1 (stereo not given),·,-9&-4,-3&-15
COc1ccc(CN2CCN(c3cc(Oc4cc(C)ccc4F)ncn3)CC2)cc1,-5,-12,13
c1cncc(-c2nc(NCC3(N4CCOCC4)CCCCC3)c3ccccc3n2)c1,-11,-2,1
CCOC1CC(NC(=O)C(NC(C)=O)C2CCCC2)C12CCC2 (stereo not given),·,-8,11
O=C(Cc1cccs1)Nc1cccc(C2SCC(=O)N2c2ccc(C(F)(F)F)cc2)c1 (stereo not given),-4,-3,12
CCn1nc(-c2cccc(OC)c2)ccc1=O,·,-9,5
c1ccc(-c2ccc(N=c3oc4ccccc4cc3-c3nc4ccccc4[nH]3)cc2)cc1,-5,-5,0

# Just hcGAS lum and NPYLR7 agonist, for some of the entries so far:
molecule	hcGAS lum	NPYLR7 agonist
c1ccc(-c2nc3c(c(N4CCN(CC5CCOC5)CC4)n2)CCC3)cc1 (stereo not given)	-3	1
COc1ncc(Cl)c(NC(C)c2ccccc2C)n1 (stereo not given)	-9&-4	-3&-15

# (cont.)
SMILES,mcGAS lum,hcGAS lum,NPYLR7 agonist
Cc1cccc(-n2nc(C)c(CCC(=O)N3CCC4(CCOC4=O)C3)c2C)c1C (stereo not given),·,5,-2
O=C(N[C@@H]1CCCc2ccccc21)C1CC=CCC1C(=O)N1CCc2c([nH]c3ccccc23)C1 (stereo not given in full),-3,-7,-16
CCOC(=O)C1=C(c2ccccc2)NC(=O)NC1c1cc(OC)ccc1OC (stereo not given),-6,-3,10
Cc1nn(C)c(C)c1CC(=O)NC1CCN(C(=O)OC(C)(C)C)CC1,5,8,1
O=C(Nc1ccc(F)cc1)N1CCN(CC(OCc2ccc(C(F)(F)F)cc2)c2ccc(Cl)cc2)CC1 (stereo not given),-9,-10,·
CN1C(=O)C(CC(=O)NCCN2CCc3ccccc32)N(C)C1=O (stereo not given),-8,-6,6
c1ccc(-c2ccc(OC3CCCCO3)cc2)cc1 (stereo not given),·,-6,3
CCOC(=O)N1CCN(C(c2cccc(OC)c2)C2Sc3nc(CC)nn3C2=O)CC1 (stereo not given),-7,-10,-6
O=C(NC1CC1)C(c1ccccc1)N1CCCC1c1ccsc1 (stereo not given),·,4,2
Cc1ccccc1-n1nc(C)c(CNC(=O)c2csc(-c3ccc(C(F)(F)F)cc3)n2)c1C,-4,-5,-8

# One compound at a time, from the list above. Order of screens: mcGAS lum, hcGAS lum, NPYLR7 agonist
# `CN1C(=O)C(CC(=O)NCCN2CCc3ccccc32)N(C)C1=O` (stereo not given) as listed: -8, -6, 6
# `Cc1cccc(-n2nc(C)c(CCC(=O)N3CCC4(CCOC4=O)C3)c2C)c1C` (stereo not given) as listed: ·, 5, -2
# `Cc1nn(C)c(C)c1CC(=O)NC1CCN(C(=O)OC(C)(C)C)CC1` as listed: 5, 8, 1
